Source: PubChem BioAssay
TRHR enhancer = qHTS for Small Molecule Agonists and Allosteric Enhancers of Human TRH Receptor: Primary Screen for Enhancers; 360,000 tested, 0.66% active; TRHR cells, fluo-8 calcium fluorescence, EC20 TRH enhancement; AID 493056, 2011; enhancement, % at 2 µM; in the data active = enhancement above about 30%; note: 0% is about no effect
Target sequence (P34981 whole entry, looked up): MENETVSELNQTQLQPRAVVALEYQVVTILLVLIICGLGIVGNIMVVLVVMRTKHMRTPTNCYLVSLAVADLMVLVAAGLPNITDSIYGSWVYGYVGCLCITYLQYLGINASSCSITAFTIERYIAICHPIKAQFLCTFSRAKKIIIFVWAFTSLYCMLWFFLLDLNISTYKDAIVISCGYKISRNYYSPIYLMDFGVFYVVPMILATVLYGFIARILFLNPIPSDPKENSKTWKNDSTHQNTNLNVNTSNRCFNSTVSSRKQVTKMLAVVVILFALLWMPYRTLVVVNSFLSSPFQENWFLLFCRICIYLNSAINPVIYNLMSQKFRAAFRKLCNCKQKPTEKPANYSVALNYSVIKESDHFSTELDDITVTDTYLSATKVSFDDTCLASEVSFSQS
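Enhancer read-out: after compound pinning and an initial kinetic agonist-mode read, an EC20 of TRH (10 nM final) was injected and fluo-8 calcium signal (Ex 480/Em 530) followed at 1 s/cycle for 100 cycles in TRHR-expressing cells.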
RXFP1 antag = qHTS Assay for Antagonists of the Relaxin Receptor RXFP1; 350,000 tested, 0.59% active; Relaxin receptor 1 (Homo sapiens), Q9HBX9; HEK293-RXFP1, relaxin-stimulated cAMP HTRF, 30 min; stronger effect = lower value; activity change, negative = inhibition, % at 57.5 µM;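 active = activity change of -60% or lower, but not beyond a set lower limit; inconclusive = change between -60% and -40%, or beyond the set limit; inactive = change above -40%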; note: % is set by controls: 0 for no effect and ±100 for the full control effect
RXFP1 agonist = qHTS Assay for Agonists of the Relaxin Receptor RXFP1 | Relaxin receptor 1 (Homo sapiens), Q9HBX9 | HEK293T-RXFP1 cAMP TR-FRET, 30 min; response scale: percent of porcine relaxin response, buffer zero | Potency, µM (series often up to 57.5 µM), inactives show at the highest dose activation, hits mostly activators | 370,000 tested, 0.3% active | AID 2676, 2010; active = well fitted activation curve with a large enough effect; inconclusive = small, poorly fitted or top-dose-only effect; note: potency is the fitted concentration of half-maximal effect; % is set by controls: 0 for no effect and ±100 for the full control effect; nearly all actives have a fitted effect of over 60% in size; many of its hits are not listed in these tables
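HEK293T cells stably expressing RXFP1 were pretreated with the PDE4 inhibitor Ro 20174, exposed to compounds for 30 min at 37C, lysed, and cAMP was read by TR-FRET. Data normalized to buffer (basal) and 29 nM porcine relaxin (100%).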
D2 antagonist = HTS Assay for Allosteric Antagonists of the Human D2 Dopamine Receptor: Primary Screen for Antagonists; D(2) dopamine receptor (Homo sapiens), P14416; HEK293 TREx D2 cells, calcium flux, dopamine EC80; inhibition, % at 10 µM; 340,000 tested, 2% active; in the data active = inhibition above about 30%; note: 0% is about no effect
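Tetracycline-induced HEK293 TREx cells expressing D2 receptor forced-coupled to calcium signalling, loaded with no-wash calcium dye. Compounds added and calcium flux read 180 s, then dopamine added at EC80 and read a further 180 s.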
D1 PAM = Potentiators of Human D1 Dopamine Receptor: qHTS | potentiation, % at 10 µM | AID 504651, 2011 | 360,000 tested, 0.036% active | HEK293 TREx D1 cells, calcium flux, dopamine EC20 potentiation; in the data active = potentiation above about 30%; note: 0% is about no effect
Target sequence (P21728 whole entry, looked up): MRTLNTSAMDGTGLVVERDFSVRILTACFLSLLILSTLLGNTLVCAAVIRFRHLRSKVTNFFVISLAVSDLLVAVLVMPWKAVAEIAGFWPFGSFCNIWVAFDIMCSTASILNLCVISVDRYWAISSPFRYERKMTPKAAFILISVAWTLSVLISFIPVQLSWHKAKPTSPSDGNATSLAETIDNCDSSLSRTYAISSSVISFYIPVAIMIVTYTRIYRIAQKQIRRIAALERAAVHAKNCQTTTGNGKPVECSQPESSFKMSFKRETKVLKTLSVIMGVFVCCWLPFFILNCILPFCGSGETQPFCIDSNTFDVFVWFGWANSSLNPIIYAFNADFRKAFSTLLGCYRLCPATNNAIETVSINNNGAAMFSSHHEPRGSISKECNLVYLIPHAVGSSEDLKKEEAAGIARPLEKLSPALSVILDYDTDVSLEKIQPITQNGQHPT
D1 antagonist = Antagonist of Human D 1 Dopamine Receptor: qHTS | D(1A) dopamine receptor (Homo sapiens), P21728 | HEK293 TREx D1 cells, calcium flux, dopamine EC80; stronger effect = lower value | activity change, negative = inhibition, % at 10 µM | 360,000 tested, 3.2% active | AID 504652, 2011; in the data active = activity change below about -30%; note: % is set by controls: 0 for no effect and ±100 for the full control effect
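Tetracycline-induced HEK293 Trex D1 cells, force-coupled to calcium, dye-loaded; compounds added and read 180 s, then EC80 dopamine added and calcium flux tracked kinetically another 180 s.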
D2 PAM = HTS Assay for Positive Allosteric Modulators of the Human D2 Dopamine Receptor: Primary Screen for Potentiators. D(2) dopamine receptor (Homo sapiens), P14416. HEK293 T-REx D2, calcium flux, EC20 dopamine potentiation. potentiation, % at 10 µM. 340,000 tested, 0.34% active. AID 485347, 2010;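 active = potentiation over 3 SD above the plate norm, cut at about 30% in these data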; note: 0% is about no effect
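Primary screen. Calcium kinetics in induced HEK293 T-REx D2 cells: compound pre-addition 180 s, EC20 dopamine, 180 s more.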
D2 ag = HTS Assay for Allosteric Agonists of the Human D2 Dopamine Receptor: Primary Screen for Agonists; D(2) dopamine receptor (Homo sapiens), P14416; HEK293 T-REx D2 cells, calcium flux agonist mode; activation, % at 2 µM; 340,000 tested, 0.53% active; AID 485358, 2010;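 active = activation over 3 SD above normal in the single-dose calcium agonist read, cut at about 30% in these data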; note: 0% is about no effect
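Calcium-flux readout, 1 cycle/sec over 180 s following compound pin transfer, in inducible HEK293 Trex D2 cells (force-coupled); dopamine controls included. Positive calcium responses during this window marked compounds as potential agonists.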
D1 agonist = Allosteric Agonists of the Human D1 Dopamine Receptor: qHTS; HEK293 T-REx D1 cells, calcium flux, agonist mode; 360,000 tested, 1% active; activation, % at 2 µM; AID 504660, 2011; in the data active = activation above about 30%; note: 0% is about no effect
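Agonism was scored from calcium flux recorded over 180 s (1 read/s) after pintool compound addition, following a 10-cycle baseline. Cells were inducible force-coupled HEK293 TREx D1, plated overnight at 30 C and loaded with no-wash calcium dye.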
Starred values were filed as active, the others as inactive; ? = inconclusive; / = not tested or not shown. A portion of the library, so the mix of outcomes need not match the whole.

No.	SMILES	TRHR enhancer	RXFP1 antag	RXFP1 agonist	D2 antagonist	D1 PAM	D1 antagonist	D2 PAM	D2 ag	D1 agonist
1	CCOC(=O)N1CCN(C(=O)c2c(-c3c(Cl)cccc3Cl)noc2C)CC1	10	-1	-1.7%	-14	0	6	/	-3.2	1
2	Cc1nn(C)c(Oc2cccc(C(F)(F)F)c2)c1C=O	-6	-4	4.1%	-13	-8	-11	-5	-0.3	3
3	CC(C)NC(=O)c1ccc(Cn2c(SCC(N)=O)nc3ccccc3c2=O)cc1	2	/	4.6%	/	0	-5	-6	0.5	3
4	Cc1nn(C)c(C)c1CCC(=O)O	7	1	-0.7%	0	2	3	0	-0.3	2
5	CNC(=O)c1ccccc1-c1cn(C)c2ccccc2c1=O	2	-9	-1.0%	7	-4	-4	7	12	4
6	CCC(C)NC(=O)c1ccc2c(c1)sc1nc(-c3ccc(OC)cc3)cn12 (stereo not given)	7	-10	13%	/	6	9	0	-0.8	1
7	O=C(CSc1nnc(CNc2ccccc2)o1)N1CCN(C(=O)c2ccco2)CC1	-1	19	2.4%	-24	-4	-38*	-7	-0.4	0
8	COC(CNC(=O)C(=O)NCC1OCCN1C(=O)c1ccc(Cl)cc1)OC (stereo not given)	-4	9	-0.3%	4	-6	4	-4	-0.8	-2
9	CCOC(=O)c1ccc(NC(=O)CSc2nc3ncc(Br)c(C)c3[nH]2)cc1	23	3	?	/	-3	2	0	1.3	6
10	O=C(CCn1cnnn1)N1CCCC(Nc2ccc(F)c(F)c2)C1 (stereo not given)	-4	-15	2.0%	21	-6	3	16	-0.6	0
11	CCOc1ccc(C(=O)N2CCN(c3ccccn3)CC2)cc1OCC	-8	-3	1.5%	2	3	2	10	-0.1	5
12	COc1ccc(/C=N/NC(=O)c2c([N+](=O)[O-])c(C)nn2C)cc1	-2	-3	2.3%	9	-1	13	4	0.4	-1
13	O=C(NNS(=O)(=O)c1ccccc1)c1cc2cc3ccccc3nc2s1	-6	5	6.2%	4	-5	-9	0	0.7	1
14	O=C(Cn1c(=O)cnc2ccccc21)NNC(=O)c1ccc(Cl)cc1	7	11	3.8%	/	0	-12	/	/	1
15	Cc1ccc(C(C)C)c(OC/C(O)=C(\C#N)c2nc3ccccc3[nH]2)c1	1	-2	2.3%	7	-4	-32*	-3	-1.1	2
16	C=CCS(=O)(=O)N1CCCC(N2CCN(c3ccccc3OC)CC2)C1 (stereo not given)	4	-10	0.3%	-8	-4	-8	-16	-2.1	2
17	COc1cccc(C(C(=O)NC2CCCC2)N(C(=O)CNC(=O)c2ccco2)c2cccnc2)c1 (stereo not given)	-7	?	-0.4%	14	-11	-10	/	-2.7	-1
18	COc1cc(NS(=O)(=O)c2c(C(=O)N3CCOCC3)c(C)n(C)c2C)cc(OC)c1OC	0	11	0.3%	5	-3	-3	26	-0.2	3
19	CCn1cc(C(=O)N2CCN(c3cccc(C(F)(F)F)c3)CC2)c2cc(OC)c(OC)cc2c1=O	3	/	1.5%	/	-2	1	5	0.1	14
20	CNC(=S)c1cc(C(C)(C)C)c(O)c(C(C)(C)C)c1	-3	3	0.0%	8	0	5	-4	-0.7	7
21	CCOC(=O)C1(Cc2ccccc2C(F)(F)F)CCN(C(=O)c2cc(C(C)=O)n[nH]2)CC1	-2	-12	1.1%	-18	6	0	12	0.5	0
22	Cc1ccc(S(=O)(=O)N2CCN(c3nc(-c4ccc(F)cc4)nc4cc(Cl)ccc34)CC2)cc1	-2	/	/	/	0	-4	/	/	1
23	COc1ccc(CN(C)S(=O)(=O)c2c(C)noc2C)cc1OC	4	0	3.1%	/	1	-2	-14	/	3
24	CCCCC1=CC2=C(c3ccco3)C(=O)C(C)(OC(=O)c3ccc(OC)cc3)C(=O)C2=CN1C(CO)CO (stereo not given)	1	/	5.8%	2	-2	-7	11	0.5	4
25	CCOC(=O)c1c(N)c(C#N)nn1-c1ccccc1C(=O)OC	1	/	0.5%	-8	-5	4	1	0.3	3
26	O=C(Cc1ccc(Br)cc1)Nc1ccc(S(=O)(=O)Nc2ncccn2)cc1	2	12	-3.7%	-6	2	-3	-4	-0.8	1
27	CCN1CCN(c2cc(C)c3cc(NC(=O)c4cncc(Br)c4)ccc3n2)CC1	5	-13	-0.9%	18	3	13	-5	-0.5	0
28	CC(C)CNC(=O)NC1(C(F)(F)F)Oc2ccccc2O1	3	-3	0.0%	/	-5	6	/	/	2
29	CC(C)C1COS(=O)(=O)NC1CC(=O)SC(C)(C)C (stereo not given)	15	/	-0.3%	-2	0	-21	0	-0.6	0
30	O=C(CN1CCOCC1)N1CCCc2c1c(=O)oc1ccc(OCc3ccccc3)cc21	5	22	1.4%	-1	-1	-3	-15	0.4	-2
31	Cc1ccc(-n2ncc3c(N4CCN(c5ccccc5)CC4)ncnc32)cc1C	-7	-5	0.9%	/	-2	-8	1	-0.2	-3
32	O=C(C1CCC(=O)N(C2CC2)C1)N1CCC(Oc2ccccc2F)CC1 (stereo not given)	-1	-6	0.0%	-2	-1	-25	3	0.3	1
33	Cc1ccc(C)c(C(=O)CCC(=O)N2CCN(c3cccc(C(F)(F)F)c3)CC2)c1	-3	-5	-0.5%	15	-1	-8	-11	0.7	3
34	CCC(=O)Nc1nc2ccc(NC(C)=O)cc2s1	-3	-6	1.1%	-7	3	12	-5	-0.4	1
35	C[C@H]1CN=C(Nc2ccccc2)N1CCc1ccc(F)cc1	7	/	-0.6%	9	-3	-7	-22	4.2	6
36	COc1ccc([N+](=O)[O-])cc1NC(=O)C1(c2ccccc2)CCOCC1	-6	5	0.4%	-14	-10	25	1	2.6	0
37	COCCCn1c(=N)c(C(=O)NC2CCCC2)cc2c(=O)n3cccc(C)c3nc21	7	/	?	/	-1	-2	14	0.2	-3
38	Cc1ccccc1NS(=O)(=O)c1nnc(NC(=O)c2ccco2)s1	-4	-7	-2.0%	/	0	-11	-6	1.2	8
39	CCn1c(CNC(=O)c2cccs2)nnc1SCC(=O)Nc1ccc(Cl)cc1	10	-3	0.4%	19	3	4	-6	0.3	0
40	O=C(c1cccnc1)N(Cc1ccccc1)c1ccccc1	3	-7	2.0%	5	1	5	-2	-0.4	-1

A run of entries from the list above, as a working copy:
No.	SMILES	TRHR enhancer	RXFP1 antag	RXFP1 agonist	D2 antagonist	D1 PAM	D1 antagonist	D2 PAM	D2 ag	D1 agonist
28	CC(C)CNC(=O)NC1(C(F)(F)F)Oc2ccccc2O1	3	-3	0.0%	/	-5	6	/	/	2
29	CC(C)C1COS(=O)(=O)NC1CC(=O)SC(C)(C)C (stereo not given)	15	/	-0.3%	-2	0	-21	0	-0.6	0

The list continues.
No.	SMILES	TRHR enhancer	RXFP1 antag	RXFP1 agonist	D2 antagonist	D1 PAM	D1 antagonist	D2 PAM	D2 ag	D1 agonist
41	O=C(Oc1ccnc2cc(Cl)ccc12)N1CCOCC1	6	-5	0.4%	4	-8	-17	-2	0.3	6
42	CCC(=O)N1CCc2cc(S(=O)(=O)NCCC(=O)NCc3ccccc3OC)ccc21	2	5	0.0%	-11	1	-2	-4	0.3	1
43	O=c1[nH]c2ccccc2nc1/C=C(\O)c1cccs1	6	0	-0.1%	2	5	-6	-2	65*	279*
44	COc1cccc(C(=O)/C=C/Nc2ccc(S(=O)(=O)Nc3nc(C)cc(C)n3)cc2)c1	15	-3	1.7%	1	-4	1	10	0.1	1
45	CCOc1ccccc1Nc1ccc(C(=O)O)cc1[N+](=O)[O-]	6	9	0.1%	/	4	-12	/	/	1
46	O=C(NC1CCCC1)C(c1ccncc1)N(Cc1ccccc1)C(=O)c1ccc(-c2ccccc2)[nH]1 (stereo not given)	-3	-5	-0.8%	-1	3	8	-7	-0.5	4
47	CCN(CC(=O)Nc1c(F)cccc1F)C(=O)c1ccc(-c2ccc(C(C)=O)cc2)o1	2	3	-0.7%	/	-4	-5	/	/	1

Entries listed so far that contain a Cl atom, in the order listed:
No.	SMILES	TRHR enhancer	RXFP1 antag	RXFP1 agonist	D2 antagonist	D1 PAM	D1 antagonist	D2 PAM	D2 ag	D1 agonist
1	CCOC(=O)N1CCN(C(=O)c2c(-c3c(Cl)cccc3Cl)noc2C)CC1	10	-1	-1.7%	-14	0	6	/	-3.2	1
8	COC(CNC(=O)C(=O)NCC1OCCN1C(=O)c1ccc(Cl)cc1)OC (stereo not given)	-4	9	-0.3%	4	-6	4	-4	-0.8	-2
14	O=C(Cn1c(=O)cnc2ccccc21)NNC(=O)c1ccc(Cl)cc1	7	11	3.8%	/	0	-12	/	/	1
22	Cc1ccc(S(=O)(=O)N2CCN(c3nc(-c4ccc(F)cc4)nc4cc(Cl)ccc34)CC2)cc1	-2	/	/	/	0	-4	/	/	1
39	CCn1c(CNC(=O)c2cccs2)nnc1SCC(=O)Nc1ccc(Cl)cc1	10	-3	0.4%	19	3	4	-6	0.3	0
41	O=C(Oc1ccnc2cc(Cl)ccc12)N1CCOCC1	6	-5	0.4%	4	-8	-17	-2	0.3	6
